Scp1 inh – Scp-1 (human) phosphatase inhibition; Q9GZU7; Recombinant Scp1, phosphopeptide, malachite green phosphate absorbance; inhibition, % at 20 µM; hit rate 0.88% among 340,000; AID 493091;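 active means inhibition above about 50% at 20 µM, limit read from the data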;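 further: plate controls were DMSO wells with enzyme for no effect and wells lacking enzyme for full effect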
Target sequence (Q9GZU7 76-261 limits assumed): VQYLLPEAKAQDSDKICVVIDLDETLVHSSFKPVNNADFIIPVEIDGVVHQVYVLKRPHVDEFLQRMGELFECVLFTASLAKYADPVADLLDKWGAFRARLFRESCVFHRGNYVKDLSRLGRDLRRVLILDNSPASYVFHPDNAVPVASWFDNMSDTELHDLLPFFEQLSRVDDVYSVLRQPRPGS
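Assay system: SCP-1 catalytic fragment, aa 76-261 | Buffer or medium: Tris acetate buffer pH 5.5 with MgCl2 and Tween-20 | Compound: One concentration, 20 µM, with 1.0% DMSO | Also added: Phospho 17-mer peptide substrate | Signal: Absorbance at 630 nm | Incubation: 45 min enzyme reaction at room temperature | Measure: % inhibition of SCP-1 phosphate liberation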
TbMetRS inhib – Trypanosoma brucei MetRS inhibition | purified T. brucei MetRS, ATP depletion, Kinase-Glo luminescence | inhibition, % at 11.9 µM | hit rate 0.4% among 360,000;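 active means inhibition above a per-plate cutoff of the control wells' mean inhibition plus 3 SD, cut at about 5.5% in these data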;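 further: 0% = DMSO wells median and 100% = median of wells with control inhibitor compound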
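technique = Kinase-Glo luminescence, ATP depletion format | system = purified MetRS (methionyl-tRNA synthetase) enzyme from Trypanosoma brucei | timing = 15 min preincubation, 2 h reaction, all 25 °C | evaluation = percent inhibition versus plate control medians | dosing = single dose, 11.9 µM final nominal, 0.9% final DMSO | also added = substrates ATP, L-methionine and bulk Escherichia coli tRNA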
DNMT1 inh – blocks human DNA methyltransferase DNMT1. hit rate 0.83% among 360,000. DNMT1 molecular beacon, Hinp1I cleavage, fluorescence. P26358. AID 588458. inhibition (reported as % activation of signal), % at 10 µM; in the data active means inhibition above about 50%
SUMO1 PPI mod – modulators of human SUMO1-mediated protein-protein interactions; P63165; SUMO1 binding to a labelled peptide, TR-FRET, 1 h; inhibition, % at 20 µM; hit rate 0.33% among 360,000; AID 602429; in the data active means inhibition above about 37%
Target sequence (P63165 whole entry, looked up): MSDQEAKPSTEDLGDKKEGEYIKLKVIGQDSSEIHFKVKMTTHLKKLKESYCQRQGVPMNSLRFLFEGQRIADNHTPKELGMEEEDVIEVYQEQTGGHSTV
LMPTP block – LMPTP (human) inhibition | inhibition, % at 20 µM | P24666 | AID 651560 | hit rate 0.22% among 360,000 | recombinant LMPTP-A, OMFP fluorogenic substrate, fluorescence intensity;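 active means compounds that cut the enzyme signal by at least half of the control window in the single-dose screen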;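 further: plate controls were DMSO wells with enzyme plus substrate for no effect and substrate without enzyme for full effect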
Target sequence (P24666 whole entry, looked up): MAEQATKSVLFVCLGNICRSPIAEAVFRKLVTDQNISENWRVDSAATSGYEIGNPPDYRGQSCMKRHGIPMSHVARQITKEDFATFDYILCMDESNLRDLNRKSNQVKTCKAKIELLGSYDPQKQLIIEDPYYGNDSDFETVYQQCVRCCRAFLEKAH
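test system = LMPTP-A | amount = 0.625 nM LMPTP-A final | reagent = fluorogenic phosphatase substrate OMFP at 400 µM final | incubation = 50 min at room temperature | benchmarks = no-enzyme low control, uninhibited high control | medium = Bis-Tris pH 6.0, DTT, detergent | signal = fluorescence intensity of OMFP turnover product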
CSN inh – inhibitors of human CSN-mediated cullin deneddylation; hit rate 0.38% among 360,000; AID 651999; Purified CSN, SCF-Nedd8-OG deneddylation, fluorescence polarization; inhibition, % at 12.5 µM;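 active means pattern-corrected inhibition above about 35%, with an unprinted fluorescence ratio check between 0.5 and 1.5, limit read from the data, passing the limit was not always enough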;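 further: 0% = enzyme with substrate and 100% = substrate without enzyme; some results filed as inactive read as strong as hits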
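Assay system: purified human Csn5 enzyme expressed in HEK293T cells; Input: 0.24 nM Csn5 enzyme, final concentration; Reagent: 10 nM SCFSkp2-Nedd8OG; Compound dosing: 12.5 µM single point; Times: reaction 90 min, room temperature; Technique: fluorescence polarization readout.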
Rpn11 inh – inhibitors of human proteasome Rpn11 | O00487 | human 26S proteasome, Ub4-pepOG fluorescence polarization; 20S core pre-blocked with epoxomicin | calls only at 20 µM | hit rate 0.59% among 360,000 | AID 588493;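 active means inhibition at 20 µM, scaled to each plate's controls, above about 33%, limit read from the data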
NadD inh – blocks S. aureus nicotinate mononucleotide adenylyltransferase; hit rate 0.78% among 360,000; AID 602399; purified NadD enzyme, colorimetric absorbance read-out; inhibition, % at 20 µM; in the data active means inhibition above about 26%; further: some compounds past the cut are filed as inactive
PABP1 MLLE inh – blocks PAM2 peptide binding to the PABP1 MLLE domain; P11940; AID 588489; GST-MLLE / FITC-PAM2 fluorescence polarization; hit rate 0.36% among 360,000; inhibition, % at 20 µM; in the data active means inhibition above about 35%, passing the limit was not always enough;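 further: plate controls were DMSO wells with GST-MLLE for no effect and wells lacking GST-MLLE protein for full effect; some results filed as inactive read as strong as hits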
STEP inh – inhibitors of human striatal-enriched phosphatase STEP; P54829; recombinant STEP, OMFP fluorogenic substrate, fluorescence; inhibition, % at 20 µM; hit rate 0.25% among 360,000;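 active means inhibition at 20 µM, scaled per plate between control wells, above about 37%, limit read from the data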;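 further: 0% = DMSO with enzyme and substrate and 100% = substrate only without enzyme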
Target sequence (P54829 whole entry, looked up): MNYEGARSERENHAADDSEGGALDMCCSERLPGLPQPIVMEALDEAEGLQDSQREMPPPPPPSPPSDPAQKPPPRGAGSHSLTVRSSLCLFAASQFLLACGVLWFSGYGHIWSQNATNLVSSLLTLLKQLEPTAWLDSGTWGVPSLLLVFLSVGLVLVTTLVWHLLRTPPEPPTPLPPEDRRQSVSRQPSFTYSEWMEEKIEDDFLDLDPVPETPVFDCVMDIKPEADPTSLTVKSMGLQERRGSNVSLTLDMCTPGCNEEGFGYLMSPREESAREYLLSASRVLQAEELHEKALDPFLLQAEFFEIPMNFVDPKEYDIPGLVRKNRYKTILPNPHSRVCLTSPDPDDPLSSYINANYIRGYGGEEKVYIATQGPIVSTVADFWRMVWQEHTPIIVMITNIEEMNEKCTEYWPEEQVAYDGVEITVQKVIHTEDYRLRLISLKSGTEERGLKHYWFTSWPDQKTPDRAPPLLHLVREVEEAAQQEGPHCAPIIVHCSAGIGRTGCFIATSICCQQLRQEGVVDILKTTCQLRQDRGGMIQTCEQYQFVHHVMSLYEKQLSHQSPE
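Assay system: isolated STEP enzyme. Buffer or medium: pH 6.0 Bis-Tris with DTT and Tween 20. Also added: fluorogenic phosphatase substrate OMFP at 25 µM final. Dosing: 20 µM, 1% DMSO. Timing: 20 min reaction, room temperature, in the dark. Measured by: fluorescence intensity, excitation 480 nm, emission 540 nm. Evaluation: normalized % inhibition.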
* marks the source's active call; other numbers are inactive results; i = inactive; . = not tested or not shown; + = active, no number. A portion of the library, so the mix of outcomes need not match the whole.

SMILES	Scp1 inh	TbMetRS inhib	DNMT1 inh	SUMO1 PPI mod	LMPTP block	CSN inh	Rpn11 inh	NadD inh	PABP1 MLLE inh	STEP inh
Cc1cccc(N2C(=O)NC(=O)/C(=C\c3ccc4c(c3)CCCN4Cc3ccccc3)C2=O)c1	-9	0.5	26	1	7.3	33	.	38*	-94	-2
COc1cc(/C=C/[N+](=O)[O-])ccc1OC(=O)c1cccnc1	4	-0.4	6	4	1.7	4	i	3	23	1
O=C(COc1ccc(Br)cc1)N1CCN(C2CCCC2)CC1	-2	-1.5	-1	1	2.0	4	i	1	-5	3
CC(=NCCCO)c1c(O)[nH]c(=O)[nH]c1=O	-13	0.2	-1	6	-1.2	-2	i	-7	-3	2
CN1C(=O)N(C)C(=O)C2(Cc3cc([N+](=O)[O-])ccc3N3CCN(C(=O)c4ccccc4)CC32)C1=O (stereo not given)	-3	0.3	0	-21	-0.5	8	i	-6	16	-1
C[C@H](NC(=O)N1C[C@H]2C[C@@H](C1)c1cccc(=O)n1C2)C(=O)Nc1ccc(F)c(F)c1	-1	-1.5	-2	2	-2.0	1	i	4	-5	-2
O=[N+]([O-])c1cccnc1N1CCCNCC1	-7	-0.1	-1	-15	0.5	-5	i	-6	-1	0
O=P(O)(O)CN1CCNCCN(CP(=O)(O)O)CCNCC1	-10	-0.4	2	-1	-9.2	-5	i	0	4	-4
CSc1nc(NC(C)C)nc(NC(C)C)n1	11	-0.5	0	0	0.3	-3	i	-2	2	1
O=C(c1ccc(N2CCCCCC2)c([N+](=O)[O-])c1)N1CCC2(CC1)OCCO2	21	-1.0	3	-20	1.2	6	i	1	10	-2
Cc1ccc(Cn2c(C)c3cnn(CC(=O)N4CCC5(CC4)OCCO5)c(=O)c3c2C)cc1	25	0.4	0	-2	-2.6	-2	i	2	0	-2
CN1CCN(C(=O)COc2ccc(N(C)S(=O)(=O)c3ccc(F)cc3)cc2)CC1	68*	-0.9	-1	-1	-0.4	-2	i	-9	-19	-3
CCCCn1c(O)c(C(C)=NCCN2CCCCC2)c(=O)[nH]c1=O	-5	-1.1	-2	0	-6.8	-2	i	3	-13	-1
CC(=O)Nc1ccc(OC(=O)N(C)c2ccccc2)cc1	1	-0.1	1	-1	-1.2	3	i	-4	12	1
CC(=O)c1cc(C(C)=O)c(C)[n+](C)c1C	-7	0.2	-2	-4	0.5	3	i	-4	2	3
O=C(CSC1c2ccccc2-c2ccccc21)N/N=C/c1ccc(C(=O)O)cc1	-13	0.0	0	-3	0.1	1	i	-1	0	-2
O=C1NC(=O)C(=Cc2ccc(-c3ccccc3[N+](=O)[O-])o2)C(=O)N1	42	-0.6	2	-16	1.3	-5	i	23	17	3
O=c1[nH]c(=O)n(C2CCCCCC2)c(O)c1C=NCCCN1CCOCC1	2	0.7	2	-4	-6.8	3	i	-1	3	-4
CC(NCc1ccc(Cl)cc1Cl)C(O)c1ccccc1 (stereo not given)	-4	-0.4	3	29	-2.2	2	i	-3	-6	-3
O=C1C=CC(=O)C=C1	11	-0.4	5	21	-0.4	4	i	4	32	2
Nc1nonc1C(=O)N/N=C/c1ccc([N+](=O)[O-])o1	47	-1.0	37	-10	-1.6	11	i	1	6	-1
O=C1CC(=O)N(Cc2ccccc2)C(=S)N1	1	-0.6	-1	5	-1.2	2	i	0	-25	3
Cc1ccc2c(c1)C1CN(C)CCC1N2C(=O)c1ccc(Br)o1 (stereo not given)	1	-0.8	-5	33	-0.4	-3	i	-2	-3	-1
CC(=O)C1(O)CCC2C3CCC4=C(Cl)C(=O)CCC4(C)C3CCC21C (stereo not given)	-5	-0.3	-2	-7	-0.2	9	i	-1	4	1
O=C(COC(=O)Cc1ccccc1)NC(=O)NC1CCCCC1	-2	-0.1	-1	-1	-0.6	0	i	-3	3	-1
COC(=O)CN(CCCl)P1(=O)OCCCN1CCCl (stereo not given)	.	-0.7	.	5	-2.3	4	.	17	.	.
Cc1ccc(Cn2cc(C=O)c(-c3ccc(C)cc3)n2)cc1	-10	-0.3	2	3	3.3	-5	+	-2	-11	74*
CCc1ccccc1NC(=O)N1C[C@H]2C[C@@H](C1)c1cccc(=O)n1C2	7	-2.4	-1	-2	-0.7	-2	i	-8	1	0
C=CCN1C(=O)NC(=O)/C(=C/c2ccc(OC)c(COc3ccc(NC(C)=O)cc3)c2)C1=O	6	-0.3	0	0	2.5	5	i	3	4	0
CNC(=O)Oc1cccc(-c2cn3cc(Cl)ccc3n2)c1	-5	-1.5	-1	-4	0.0	0	i	-1	-4	-5
COc1cccc(OCC(=O)N2CCN(C)CC2)c1	-5	-0.4	1	0	-1.5	-4	i	3	2	-1
C=CCn1c(O)c(/C=C2\C=Nc3ccccc32)c(=O)[nH]c1=O	-1	0.4	6	-17	0.9	8	+	1	-44	-5
CC12Cc3cn[nH]c3C=C1CCC1C2CCC2(C)C1CCC2(C)O (stereo not given)	8	-0.1	0	12	0.5	-3	i	4	12	-3
Nc1ncc(P(=S)(N2CCOCC2)N2CCOCC2)s1	-5	0.0	-2	0	-1.4	1	i	0	13	1
COc1ccc(C(c2nnnn2-c2c(C)cccc2C)N2CCC3(CC2)C(=O)NCN3c2ccccc2)cc1 (stereo not given)	.	-0.5	-3	2	3.6	-1	i	8	-17	0
C[C@]12CCC3C(CC[C@H]4C[C@@H](O)CC[C@]34C)C1C[C@H](Br)[C@@H]2O (stereo not given in full)	.	0.0	-1	6	-1.8	-1	i	-3	6	-2
Cc1ccc(/C=C2\C(=O)NC(=O)N(CCc3ccc(F)cc3)C2=O)o1	-5	-0.5	4	11	-0.9	5	i	4	-46	-3
NS(=O)(=O)c1ccc(N2CCNCC2)cc1	-1	-1.3	-3	1	0.7	-3	i	-5	13	6
O=C1NC(=O)C(=Cc2ccc(N3CCN(C(=O)c4ccccc4)CC3)c([N+](=O)[O-])c2)C(=O)N1	7	13*	2	-20	-1.1	-4	i	11	11	2
Cc1ccsc1C(=O)C1CCCN(CCO)C1 (stereo not given)	-1	-0.4	1	-4	2.8	-2	i	-1	1	0

Single entries from the list:
Scp1 inh result of C=CCn1c(O)c(/C=C2\C=Nc3ccccc32)c(=O)[nH]c1=O stands at -1
LMPTP block result of Cc1ccc2c(c1)C1CN(C)CCC1N2C(=O)c1ccc(Br)o1 (stereo not given) stands at -0.4

Later entries.
SMILES	Scp1 inh	TbMetRS inhib	DNMT1 inh	SUMO1 PPI mod	LMPTP block	CSN inh	Rpn11 inh	NadD inh	PABP1 MLLE inh	STEP inh
Cc1sc2ncn(CC(=O)N3CCC4(CC3)OCCO4)c(=O)c2c1C	-15	0.1	1	0	-2.4	2	i	-2	11	-1
Clc1ccc2nc3c(c(-c4ccccc4)c2c1)CNCC3	1	0.0	-1	1	0.3	-10	i	-5	9	-4
O=c1[nH]c(=O)n(CCC2=CCCCC2)c(O)c1/C=N/N1CCOCC1	-11	-0.8	4	-3	-0.7	1	i	0	9	2
CP(=O)(Nc1ccccc1)C(Cl)(Cl)Cl (stereo not given)	-4	-0.7	-1	3	-0.9	2	i	-2	11	-2
N#Cc1cc2c(nc1SCC(=O)Nc1ccc(Cl)cc1)C1CCN2CC1	2	9.2*	3	1	0.0	-7	i	-2	4	-3
O=c1c2ccccc2nc(/C=C/c2ccccc2)n1-c1ccccc1O	3	1.2	-2	-12	2.2	-3	i	-3	-13	0
O=C1CN=C(c2ccccc2)c2c(sc3c2CCCC3)N1	-9	-1.4	-3	2	2.4	-6	i	2	0	0
O=C(Cn1cc(C=C2C(=O)NC(=O)NC2=O)c2ccccc21)NCC1CCCO1 (stereo not given)	4	-0.7	3	-3	-1.3	2	i	1	26	-1
O=[N+]([O-])c1cccc(CCl)c1	-3	-1.4	2	-11	-0.3	0	i	2	-7	-1
CCOc1ccc(N2C(=O)NC(=O)/C(=C\c3ccccc3[N+](=O)[O-])C2=O)cc1	9	-0.1	0	-8	-1.5	3	i	5	16	10
COC(=O)C1=C(c2cccc(C#N)c2)C[C@@H]2CC[C@H]1N2C(=O)NCC1CC1	-1	-0.4	0	-4	-0.4	-3	i	4	6	-2
COc1cccc(NP2(=O)OCC(C)([N+](=O)[O-])CO2)c1 (stereo not given)	7	0.0	2	2	0.5	3	i	4	-6	-1
CC(=O)NCC1=C(c2ccc3ccccc3c2)C[C@@H]2CC[C@H]1N2Cc1ccco1	.	-0.4	1	-4	-1.3	1	i	5	-1	2
CC(C)C[C@H]1C(=O)N2CCC[C@H]2[C@]2(O)O[C@](NC(=O)[C@@H]3C=C4c5cccc6[nH]cc(c56)C[C@H]4N(C)C3)(C(C)C)C(=O)N12	-14	-1.8	-42	-7	4.9	-39	i	13	84	-6
COc1ccc(-c2nn(CCC#N)cc2C(=O)NCc2ccccc2)cc1	-7	-0.3	1	-5	-1.1	3	i	-4	-1	1
O=C(O)COc1ccccc1/C=C1\C(=O)NC(=O)N(CCC2=CCCCC2)C1=O	-5	-0.6	0	3	-0.7	9	i	-2	18	0
O=C(NCC(c1cccnc1)N1CCN(c2ccccc2F)CC1)Oc1ccccc1 (stereo not given)	-3	-0.2	-2	2	-1.1	-1	i	-4	3	0
O=C1NCCN2CCCC12 (stereo not given)	0	0.0	1	-1	-0.5	0	i	1	7	1
O=C1NCN(c2ccccc2)C12CCN(C(c1ccnc3ccccc13)c1nnnn1C1CCCC1)CC2 (stereo not given)	.	0.5	-7	-3	2.1	5	i	11	-8	2
O=C(c1cc(F)ccc1F)C1CCCN(Cc2cccc(Cl)c2)C1 (stereo not given)	-2	-0.8	9	2	1.0	13	i	-2	-1	0
C=CCC1(Nc2ccccc2)CC(C)N(C)CC1C (stereo not given)	1	-0.3	1	0	1.6	-2	i	-9	21	2

At a glance, part of the list above.
SMILES	Scp1 inh	TbMetRS inhib	DNMT1 inh	SUMO1 PPI mod	LMPTP block	CSN inh	Rpn11 inh	NadD inh	PABP1 MLLE inh	STEP inh
O=C(c1cc(F)ccc1F)C1CCCN(Cc2cccc(Cl)c2)C1 (stereo not given)	-2	-0.8	9	2	1.0	13	i	-2	-1	0
C=CCC1(Nc2ccccc2)CC(C)N(C)CC1C (stereo not given)	1	-0.3	1	0	1.6	-2	i	-9	21	2

Screening data from PubChem.
